a7 integrin act = activators of alpha7 integrin expression for muscular dystrophy. alpha7betagal myoblasts, beta-gal FDG fluorescence, 48 h. AID 624291. hit rate 0.064% among 350,000. Potency, µM (titrated, usually from 38.3 µM), for inactives: at the highest dose activation, actives largely listed as activators;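 also: potency is read from the fitted curve at half-maximal effect; 100% = response of the positive control SU9516; nearly all actives have a fitted effect of over 60% in size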
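Alpha7betagal+/- myoblasts (passage 13) were plated 16-24 hr, then exposed to compounds (1:260 dilution of DMSO stock) for 48 hours at 37C. After MPER lysis, β-galactosidase reporter activity was read as FDG fluorescence (ex 480/em 540) after 30 minutes.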
TCR activator = T cell receptor activation. AID 504894. 330,000 tested, under 10 active. Potency, µM (doses to about 9.22 µM), without a hit: top-dose activation of IL-2 secretion, most hits filed as activators. primary human leukocytes, anti-CD3, IL-2 HTRF, 48 h; also: % of control where 0% means no effect
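Primary human leukocytes were stimulated with a-CD3 beads plus compounds for 48 hr without co-stimulation; secreted IL-2 was quantified by HTRF using a-IL-2-K (europium cryptate) and a-IL-2-d2, excited at 320nm with acceptor emission read at 665nm.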
TSHR antagonist = antagonists of human thyroid stimulating hormone receptor; P16473; TSHR-expressing cells, TSH-stimulated cAMP HTRF, 2 h; stronger effect = lower value; activity change, negative = inhibition, % at 11.5 µM; hit rate 0.2% among 330,000; AID 504810;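 active = activity change below a set negative limit, meaning inhibition stronger than a set level, cut at about -70% in these data; inconclusive = activity change between two set negative limits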; also: % is scaled to controls: 0 for no effect and ±100 for the full control effect
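Freshly harvested TSHR cells receive pin-tooled compound, then EC80 TSH at 4nM final. After 2 hours at 37 deg C, antibody in lysis buffer and cAMP-d2 are added; 30 minutes at ambient temperature precede the HTRF read.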
A-T KAP1 phos = candidate therapy for ataxia-telangiectasia. AID 485349. Potency, µM (doses to about 57.5 µM), for inactives: at the top dose activation, hits mostly activators. hit rate 0.19% among 320,000. […] A-T fibroblasts, KAP-1 phosphorylation AlphaLISA; neocarzinostatin DNA damage 30 min before lysis; also: potency is read from the fitted curve at half-maximal effect; % of control where 0% means no effect; nearly all actives have a fitted effect of over 45% in size
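ATM-like activity read as KAP-1 phosphorylation via AlphaLISA donor/acceptor antibody pairs after lysis and 6 hr at 25C. Cells were ATM-null patient fibroblasts ([…], hTERT), dosed 60 min, then exposed to the DSB inducer NCS for 30 min.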
Eya2 phos inh = inhibitors of human Eya2 phosphatase activity. Potency, µM (titrated, usually from 76.9 µM), without a hit: top-dose activity, negative = inhibition, most hits filed as inhibitors. hit rate 0.006% among 330,000. recombinant Eya2, OMFP fluorescence dephosphorylation (OMFP is methylfluorescein phosphate). O00167; also: potency is read from the fitted curve at half-maximal effect; % is scaled to controls: 0 for no effect and ±100 for the full control effect
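Eya2 protein (added as 0.2 uM solution) was preincubated with compound for 10 min at ambient temperature in 50 mM HEPES pH 7.5, 50 mM NaCl, 5 uM MgCl2, 0.05% BSA, 1 mM DTT. OMFP (added at 50 uM) then reacted 10 min; fluorescence read at 485/525 nm.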
ELG1 DNA repair = inhibitors of ELG1-dependent DNA repair in HEK293T cells. HEK293T ELG1-luciferase reporter, luminescence, 16 h; DNA damage induced by 5-fluorouridine. Potency, µM (titrated, usually from 46.1 µM), inactives show at the highest dose activity change, negative = inhibition, most hits filed as inhibitors. hit rate 2.3% among 330,000. AID 504467; also: potency is read from the fitted curve at half-maximal effect; % is scaled to controls: 0 for no effect and ±100 for the full control effect; nearly all actives have a fitted effect of over 55% in size
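DMSO vehicle served as the neutral condition. Each well held 2,000 cells given 5-fluorouridine plus compound; after 16 hr at 37 °C/5% CO2, ONE-Glo was added and luciferase measured 30 min later.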
TSG101-PTAP inh = blocks PTAP/TSG101 interaction to inhibit HIV-1 budding. Q99816. Fluorescence polarization, FITC-PTAP peptide / Tsg101 binding. Potency, µM (top dose mostly 115 µM), without a hit: at the highest dose activity change, negative = inhibition, most hits filed as inhibitors. 340,000 tested, under 10 active. AID 493005; active = well fitted inhibition curve with a large enough effect in the main read-out, with a control signal flat, not every such curve was filed as active; inconclusive = small, poorly fitted or top-dose-only effect, or effect the other way, or a change in a side signal; inactive = no such curve, though single readings can be large or run the other way; also: potency is read from the fitted curve at half-maximal effect; % of control where 0% means no effect
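Tsg101 binding domain (10 uM final) was mixed with compound and a FITC-labeled PTAP peptide (50 nM final) in HEPES pH 7.5 buffer with NaCl, Tween 20, EDTA and TCEP; fluorescence polarization was read after 20 min at r.t.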
Tb PFK inh = inhibitors of T. brucei phosphofructokinase | O15648 | T. brucei PFK, ADP-Glo luminescence | Potency, µM (highest dose often 57.5 µM), without a hit: at the highest dose activity, negative = inhibition, hits mostly inhibitors | hit rate 0.17% among 330,000;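 also: potency is read from the fitted curve at half-maximal effect; 0% = uninhibited 1x PFK enzyme wells and -100% = no-enzyme wells; nearly all actives have a fitted effect of over 60% in size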
Target sequence (O15648 whole entry, looked up): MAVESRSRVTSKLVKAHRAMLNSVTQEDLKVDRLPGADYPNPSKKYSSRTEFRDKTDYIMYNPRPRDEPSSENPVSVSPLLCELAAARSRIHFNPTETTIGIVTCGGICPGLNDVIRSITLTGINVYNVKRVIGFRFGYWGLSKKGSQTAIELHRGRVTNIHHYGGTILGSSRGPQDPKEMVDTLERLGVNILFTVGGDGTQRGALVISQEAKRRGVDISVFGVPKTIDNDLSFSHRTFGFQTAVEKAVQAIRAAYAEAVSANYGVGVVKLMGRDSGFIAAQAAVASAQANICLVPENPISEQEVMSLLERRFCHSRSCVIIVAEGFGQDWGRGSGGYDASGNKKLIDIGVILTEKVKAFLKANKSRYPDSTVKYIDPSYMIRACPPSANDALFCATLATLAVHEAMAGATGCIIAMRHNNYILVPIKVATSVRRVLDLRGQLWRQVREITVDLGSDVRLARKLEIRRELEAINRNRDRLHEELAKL
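Activity is normalized to no-enzyme wells (full inhibition) and 1.25 nM enzyme wells (no inhibition). Reaction: 0.5 mM F6P, 0.1 mM ATP, 45 min RT, ADP-Glo luminescence; concentration-response curves fitted and classed by quality.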
Mito fusion yeast = inhibitors of mitochondrial division or activators of mitochondrial fusion. S. cerevisiae fusion-defective mutant growth rescue, CellTiterGlo 48 h. Potency, µM (top dose mostly 46.1 µM), inactives show at the highest dose growth rescue (activation), hits mostly activators. hit rate 0.23% among 320,000. AID 485298;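 also: potency is read from the fitted curve at half-maximal effect; % of control where 0% means no effect; nearly all actives have a fitted effect of over 45% in size; temperature-sensitive fusion mutants such as fzo1-1 at 37 °C on non-fermentable ethanol glycerol medium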
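Yeast fusion mutant, YPEG (non-fermentable carbon), compound, 48 h at 37C non-permissive; CellTiterGlo added, 10 min RT, luminescence read. Rescued growth = division inhibition.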
S-ASM inh = human S-ASM enzyme inhibition; P17405; placental ASM, HMU-PC fluorogenic substrate, 60 min; Potency, µM (highest dose often 57.5 µM), without a hit: at the highest dose activity change, negative = inhibition, hits mostly inhibitors; hit rate 0.006% among 340,000; also: potency is read from the fitted curve at half-maximal effect
Target sequence (P17405 47-631 limits assumed): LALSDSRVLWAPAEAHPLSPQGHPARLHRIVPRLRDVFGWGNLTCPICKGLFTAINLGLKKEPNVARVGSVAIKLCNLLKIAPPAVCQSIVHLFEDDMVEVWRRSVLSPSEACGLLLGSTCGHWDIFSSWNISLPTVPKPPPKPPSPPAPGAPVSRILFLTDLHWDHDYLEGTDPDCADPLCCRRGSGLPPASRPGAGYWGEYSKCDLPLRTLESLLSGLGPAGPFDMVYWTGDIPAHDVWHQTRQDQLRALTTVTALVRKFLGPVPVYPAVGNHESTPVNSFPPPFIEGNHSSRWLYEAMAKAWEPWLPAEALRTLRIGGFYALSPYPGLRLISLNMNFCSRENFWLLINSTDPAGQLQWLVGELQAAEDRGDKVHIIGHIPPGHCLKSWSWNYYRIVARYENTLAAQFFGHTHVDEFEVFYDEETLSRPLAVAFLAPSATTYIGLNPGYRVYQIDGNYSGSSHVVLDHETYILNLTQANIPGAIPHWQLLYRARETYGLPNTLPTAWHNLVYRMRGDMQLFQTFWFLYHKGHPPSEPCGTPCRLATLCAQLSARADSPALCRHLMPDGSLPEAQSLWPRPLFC
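Fluorescence read-out (Ex 386 nm, Em 447 nm) after stopping the reaction at pH 10. Enzyme: ASM from human placenta; substrate HMU-PC0, 9 uM final; 60 min, 37 °C. Compound preincubation 10 min, ambient temperature.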
BCR signal inh = inhibitors of chronic active B-cell receptor signaling | ABC-DLBCL IkBa-CBG/CBR reporter, luminescence ratio, 4 h | Potency, µM (highest dose often 46.1 µM), without a hit: at the highest dose ratio change, negative = lower green/red ratio, actives largely listed as inhibitors | hit rate 0.05% among 340,000; active = well fitted inhibition curve with a large enough effect in the signal ratio, with a control signal flat, not every such curve was filed as active; inconclusive = small, poorly fitted or top-dose-only effect, or effect the other way, or a change in a side signal; the % refers to the signal ratio;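 also: potency is read from the fitted curve at half-maximal effect; plate controls were basal doxycycline-induced cells for no effect and cells given 10 µM MG132 for full effect; MG132 reads +100%, hits lower the ratio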
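TMD8 ABC-DLBCL cells carrying doxycycline-inducible green luciferase fused to IkappaBalpha plus unfused red luciferase were exposed to compounds (up to 46 uM) for 4 hrs at 37C. Activity came from the overlap-corrected green/red luminescence ratio.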
The depositor's hits bear a star; ? = inconclusive; / = no result given; [ ] = dose if it differs, or a comment. Unless noted, calls follow the shape of the dose curve; as a rule, active = well fitted curve in the direction sought with a large enough effect; inconclusive = small, poorly fitted or top-dose-only effect, or another doubt; inactive = no such curve, though single readings can be large; an effect the other way counts as inactive or inconclusive. Rows are unselected, and some 3.2% of all compounds hit somewhere here.

Below each SMILES – a7 integrin act	TCR activator	TSHR antagonist	A-T KAP1 phos	Eya2 phos inh	ELG1 DNA repair	TSG101-PTAP inh	Tb PFK inh	Mito fusion yeast	S-ASM inh	BCR signal inh
COC1=CC(=Cc2c(N)n3nc(CC(=O)N4CCOCC4)sc3nc2=O)C=C(OC)C1=O
 : -48%[inhibitor]	1%	-8	-6%	?	7%	?	4%	-8%	-10%	5%
CCCc1nc2oc3c(=O)[nH]cnc3c2c2c1COC(C)(C)C2
 : 0%	6%	-9	-2%	-18%	-15%	-2%	-1%	2%	1%	-1%
NS(=O)(=O)c1ccc(N=Nc2c(-c3ccccc3)[nH]n(-c3nc(-c4ccccc4)cs3)c2=O)cc1
 : 8%	8%[46.1 µM]	-13	-1%	-8%	5.2µM*	-2%	-10%	14%	-11%	-16%
O=C(NCCCN1CCCC1=O)C1CCN(S(=O)(=O)c2ccc(F)cc2)CC1
 : 3%	5%	-7	-5%	?	1%	-4%	0%	2%	0%	4%
O=C(NCc1ccc(OC(F)(F)F)cc1)C1CCC(=O)N(C2CC2)C1 (stereo not drawn)
 : 12%	0%	7	6%	4%	-6%	-3%	-3%	0%	2%	1%
COc1ccccc1N(C(=O)c1snc(C(N)=O)c1N)C(C(=O)NCc1ccccc1)c1ccc(O)cc1 (stereo not drawn)
 : -18%	7%	-22	11%	7%	-1%	-5%	1%	9%	/	-2%
COc1ccc2sc(-c3ccccc3OC)c(C#CCCO)c2c1
 : 11%	9%	-1	-10%	4%	13%	-1%	1%	25%	5%	0%
CCOC(=O)Cc1ccc(NCc2ccc(Cl)cc2)cc1
 : 15%	-1%	-13	4%	-26%	2%	1%	-13%	2%	4%	?
CCOC(=O)C1CCN(c2cc(=O)n(C3CCCCC3)c(=O)[nH]2)CC1
 : -8%	-6%	-9	-5%	13%	0%	0%	0%	1%	-1%	?
COc1ccc(C(NC(=O)/C=C/c2ccco2)c2ccc(OC)c(OC)c2)cc1 (stereo not drawn)
 : -20%	3%[46.1 µM]	20	-1%	-1%	-21%	-1%	-6%	-4%	-3%	?
COc1ccc(S(=O)(=O)NCc2ccc3c(c2)OCO3)cc1OC
 : -6%	2%	-2	1%	?	-10%	1%	2%	12%	0%	-5%
O=C(CN(C(=O)Cn1nnc(-c2ccccc2F)n1)c1cccc2c1CCCC2)NCc1ccccc1
 : 8%	-2%	-4	0%	4%	?	-6%	-12%	21%	2%	0%
Cc1ccc2cc(C(c3nnnn3C(C)(C)C)N3CCCC3)c(=O)[nH]c2c1C (stereo not drawn)
 : /	/	1	-1%	9%	?	/	1%	-1%	/	0%
COc1ccccc1CN1CC(C(=O)NCCN2CCNC2=O)CCC1=O (stereo not drawn)
 : -1%	-12%	0	1%	-14%	0%	-7%	-4%	-2%	-1%	-1%
Cc1c(C(=O)NCCCn2ccnc2)oc2ccccc12
 : 19%	5%	2	3%	-1%	12%	-3%	2%	28%	1%	-5%
COc1ccc(CCNS(=O)(=O)c2cc3c(cc2C)NC(=O)CO3)cc1OC
 : 2%	-5%	8	-8%	21%	7%	-1%	4%	3%	2%	3%
COc1cc(C(=O)NC2CCCc3ccccc32)cc(OC)c1C (stereo not drawn)
 : -17%	-2%	-9	3%	7%	-2%	4%	2%	4%	-3%	0%
CCCCN(C(=O)c1cccc(S(=O)(=O)N(C)c2ccc(C)cc2)c1)c1c(N)n(CCCC)c(=O)[nH]c1=O
 : 25%	1%	10	-6%	2%	?	0%	3%	2%	3%	-1%
COC(=O)c1ccc(C(=O)NC(=S)Nc2ccc3nc(SC)sc3c2)cc1
 : 1%	-4%[46.1 µM]	1	-9%	-2%	18%	-4%	-2%	0%	0%	0%
CCN(CC)c1ccc2c(c1)C(=O)N(C)C2=O
 : -9%	-6%	2	9%	-7%	?	-2%	-14%	1%	0%	-10%
Cc1ccc(N2C(=O)c3ccc(C(=O)NCCN4CCOCC4)cc3C2=O)cc1
 : -6%	4%	6	-7%	-15%	1%	-2%	-1%	7%	4%	-1%
CC(=O)NC(=S)NNC(=O)COc1ccc(Br)cc1
 : 18%	-8%	9	-2%	2%	?	0%	-6%	1%	-1%	0%
Cc1cc(N2C(=O)C3C4CC(c5ccccc5)C(C4)C3C2=O)no1 (stereo not drawn)
 : 9%	0%	-3	-1%	-6%	2%	-1%	1%	2%	4%	-2%
CSc1ccc(N/N=C(/C#N)S(=O)(=O)C(C)(C)C)cc1
 : -10%	-1%	-16	-3%	10%	18µM*	-8%	1%	0%	-9%	13%
Nc1ccc(-n2nncc2-c2ccc(Cl)cc2)cc1
 : -4%	-25%	-15	2%	-19%	2%	-6%	-2%	1%	0%	?
CCOC(=O)C1CCN(S(=O)(=O)c2c(C)n(C)c(=O)n(C)c2=O)CC1
 : 4%	0%	-5	1%	-9%	7%	-3%	-2%	4%	-1%	7%
CC(C)Nc1nnc(SCC(=O)/C=C2\N(C)c3ccccc3C2(C)C)s1
 : -37%[inhibitor]	3%[46.1 µM]	-29	-4%	-4%	?	1%	2%	1%	9%	?
COc1ccc(CC(=O)OCC(=O)NCc2ccco2)cc1OC
 : -16%	-3%	6	-4%	28%	17%	-4%	-3%	0%	3%	-5%
COc1ccccc1CNC(=O)[C@H](C)NC(=O)[C@@H]1Cc2ccccc2CN1
 : 1%	6%	0	0%	6%	-4%	-4%	0%	0%	-2%	-6%
CCOC(=O)C1=C(c2ccccc2)NC(=O)NC1c1ccsc1 (stereo not drawn)
 : -6%	2%	-8	14%	3%	1%	0%	0%	1%	-1%	?
COCc1ccc(CN2CCc3c([nH]c4ccccc34)C2C(C)(C)C)o1 (stereo not drawn)
 : -6%	2%	-7	1%	1%	?	-4%	-13%	4%	23%	-4%
CCOc1cc(CNCCO)cc(Br)c1OCc1ccccc1
 : -69%[inhibitor]	-12%	-4	0%	-16%	?	-2%	1%	-22%	0%	?
Cc1cccc(CSc2nnc(-c3ccco3)n2C)c1
 : 57%	9%	17	19%	-11%	?	-1%	-1%	0%	4%	0%
CCCn1nc(C(=O)NNC(=O)C2CSC3(C)CCC(=O)N23)c2ccccc2c1=O (stereo not drawn)
 : 1%	3%	-8	-10%	12%	2%	-3%	2%	-2%	3%	2%
CC(C)C(NC(=O)c1ccc(F)cc1)C(=O)Nc1cccnc1 (stereo not drawn)
 : 2%	-6%	10	1%	-8%	2%	0%	-1%	13%	-1%	1%
CCCCNc1c(C(=O)OCC)c(=O)[nH]c2ccccc12
 : -5%	0%	-1	3%	-8%	-13%	-1%	-1%	-3%	-2%	-6%
CCCn1c(=O)c(C(=O)NCc2ccco2)c(O)c2ccccc21
 : -9%	-11%	0	2%	2%	-5%	5%	3%	2%	5%	?
COc1ccc(N2CCN(C(=O)CCN3C(=S)NC(C)(C)CC3C)CC2)cc1 (stereo not drawn)
 : 10%	5%	20	-1%	-15%	-12%	0%	-2%	-3%	2%	-1%
CN(Cc1ccccc1)C(=O)CCC(=O)N(C)Cc1ccccc1
 : 22%	3%	-2	5%	5%	?	-1%	-4%	0%	-2%	-1%
O=C(CS(=O)(=O)c1ccccc1)N1CCCCC1
 : 7%	-1%	-7	7%	-3%	?	-5%	-1%	1%	2%	?
COc1ccc(N2CCN(c3oc(Cc4cccc5ccccc45)nc3C#N)CC2)cc1
 : 1%	0%	-5	-8%	-10%	0%	-4%	1%	1%	-10%	10%
CCc1ccc(Nc2n[n+](-c3ccccc3)c(-c3cccc(Cl)c3Cl)s2)cc1
 : -18%	2%	7	14%	1%	-29%	-2%	3%	-1%	-15%	-11%
Cn1ccnc1COc1ccc(C=O)cc1
 : -35%	5%	-2	8%	-10%	3%	1%	-1%	3%	2%	1%

Bioassay records: PubChem BioAssay, National Center for Advancing Translational Sciences (NCATS)
